Rac1 wt modul – modulators of human Rac1 wildtype GTP binding. P63000. GST-Rac1 beads, fluorescent GTP binding, flow cytometry; actives lie on both sides; 0 = cold GTP competed, 100 = untreated. GTP binding activity (% of control), % at 10 µM. actives 0.27% (n = 190,000). AID 757;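 active = GTP binding activity at least 20 points away from the 100% control level, either lower or higher; inconclusive = compound flagged as likely green fluorescent, judged across all proteins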
Cdc42 wt – modulators (inhibitors or activators) of GTP binding to human Cdc42 wildtype; P60953; actives 0.2% (n = 190,000); AID 761; percent activity (GTP binding), % at 10 µM; GST-Cdc42 beads, Bodipy-GTP binding, flow cytometry; actives lie on both sides;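 active = percent activity GTP binding at least 20 points away from the 100% baseline, either down as inhibitor or up as activator; inconclusive = compound flagged as likely green fluorescent from well-wide comparison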;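 note: median bead fluorescence of bound Bodipy-FL-GTP at 100 nM; 0% = excess unlabeled GTP control and 100% = no compound control; below 100% means less GTP binding so inhibitor and above means activator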
Target sequence (P60953 whole entry, looked up): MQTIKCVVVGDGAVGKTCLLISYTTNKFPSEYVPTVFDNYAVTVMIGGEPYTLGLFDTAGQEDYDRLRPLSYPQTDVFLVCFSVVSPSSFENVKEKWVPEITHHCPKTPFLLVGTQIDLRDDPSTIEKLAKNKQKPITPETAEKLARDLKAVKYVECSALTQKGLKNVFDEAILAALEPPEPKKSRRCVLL
Rab7 wt modul – dog Rab7 wildtype GTP binding, inhibitors and activators. GST-Rab7 beads, fluorescent GTP binding, flow cytometry; actives lie on both sides; untreated = 100%, excess cold GTP = 0%. AID 758. actives 0.055% (n = 190,000). GTP binding activity (percent of control), % at 10 µM;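 active = fluorescent GTP binding to Rab7 beads changed by at least 20 points from the 100% baseline, either direction, mostly lower; inconclusive = compound itself probably fluorescent, or too few beads counted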;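 note: median green fluorescence of bound Bodipy-FL-GTP per Rab7 bead population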
Rac1 mut GTP – human Rac1 activated mutant GTP binding change; percent activity (GTP binding), % at 10 µM; GST-Rac1 activated beads, fluorescent GTP binding, flow cytometry; actives lie on both sides; 100% means binding = to untreated wells; actives 0.11% (n = 190,000);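 active = GTP binding at least 20 percentage points away from the 100% baseline, in either direction, so actives lie on both sides; inconclusive = Compound likely fluorescent itself, or too few beads counted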
Pf gamet viab – P. falciparum stage V gametocyte viability inhibition | P. falciparum stage V gametocytes, ATP luminescence, 24 h | inhibition, % at 10.9 µM | actives 0.065% (n = 150,000) | AID 743093;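 active = inhibition above the mean plus 3 SD of compounds within the control limits, set per campaign, cut at about 38% in these data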;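 note: 0% = DMSO wells and 100% = medium only without gametocytes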
GSH fluor – compound fluoresces at 488/530 nm on GSH beads; GSH beads flow cytometry, compound fluorescence 488/530 nm; hits give high values; fluorescence (KMESF) at 10 µM; actives 0.25% (n = 190,000); AID 1776; in the data active = fluorescence above about 89;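 note: glutathione beads carrying GST-tagged Bcl family fusion proteins plus one bare bead set; values are compound well signal with DMSO vehicle wells as background; inactives centre near 16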
ABCG2 inh – blocks JC-1 efflux by human ABCG2 transporter; inhibition, % at 6.6 µM; IgMXP3 cells, flow cytometry; AID 1325; actives 0.1% (n = 190,000); Q9UNQ0;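 active = inhibition above 80%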;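 note: 0% = DMSO and 100% = nicardipine control wells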
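Test system: IgMXP3 (ABCG2) plus far-red-tagged CCRF-Adr (ABCB1) cells. Reagent: JC-1 dye as substrate. Timing: 10 min exposure at 25 °C with rotation, no wash. Measured by: flow cytometric JC-1 green MFI at 530 nm. Read-out: percent efflux inhibition, scaled nicardipine 100% to DMSO 0%. Control set: nicardipine and DMSO wells.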
HRas wt GTP bind – human HRas wildtype GTP binding, change in either direction; P01112; GST-Ras wt beads, Bodipy-FL-GTP binding, flow cytometry; actives lie on both sides; GTP binding activity, % at 10 µM; actives 0.14% (n = 190,000); AID 759;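 active = GTP binding activity at least 20% away from the 100% baseline, either lowered as inhibitor or raised as activator; inconclusive = flagged as likely green fluorescent, judged across all proteins in the well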;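 note: 0% = unlabeled GTP competition control and 100% = no-compound control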
Target sequence (P01112 whole entry, looked up): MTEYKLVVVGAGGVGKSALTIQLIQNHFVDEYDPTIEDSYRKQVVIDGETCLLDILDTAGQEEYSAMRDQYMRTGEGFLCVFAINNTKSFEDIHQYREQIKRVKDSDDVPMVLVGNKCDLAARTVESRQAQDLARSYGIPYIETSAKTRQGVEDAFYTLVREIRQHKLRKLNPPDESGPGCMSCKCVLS
ABCB1 block – human ABCB1 inhibition, ABCG2 as counter-screen; AID 1326; inhibition, % at 6.6 µM; CCRF-Adr cells, JC-1 efflux, flow cytometry; actives 0.067% (n = 190,000); P08183; in the data active = inhibition above about 40%;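 note: 0% = vehicle and 100% = reference inhibitor; higher value means more JC-1 retained so stronger ABCB1 efflux block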
Avidin bead fluor – avidin bead compound fluorescence profile; Avidin beads, compound fluorescence 488/530 nm, flow cytometry; hits give high values; fluorescence (KMESF) at 10 µM; actives 0.38% (n = 220,000); in the data active = fluorescence above about 47; note: inactives centre near 10
Rab2 wt GTP – changes GTP binding to wildtype dog Rab2A, up or down; P61105; actives 0.19% (n = 190,000); GTP binding activity, % at 10 µM; GST-Rab2 wt beads, Bodipy-GTP binding, flow cytometry;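 active = GTP binding activity at least 20 points away from 100%, either lowered or raised; inconclusive = signal likely due to the compound's own green fluorescence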;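 note: 0% = beads with excess unlabeled GTP and 100% = no-compound control corrected for plate trend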
Active calls of the source: *; ? = inconclusive; · = not tested or not shown.

Start of the data: the first twelve entries, ahead of the listing:
SMILES	Rac1 wt modul	Cdc42 wt	Rab7 wt modul	Rac1 mut GTP	Pf gamet viab	GSH fluor	ABCG2 inh	HRas wt GTP bind	ABCB1 block	Avidin bead fluor	Rab2 wt GTP
O=C(Nc1cccnc1)c1cc2cc(Br)ccc2oc1=O	99	96	102	95	10	11	26	97	0.9	8	101
COc1ccc(NC(=O)c2cccc(Cn3cc(Br)cn3)c2)cn1	107	105	103	100	·	32	8	102	2.7	16	102
O=C(Nc1ccon1)c1ccccc1Cl	108	106	100	102	·	13	1	104	0.2	40	102
COC(=O)[C@H]1C[C@@H]1[C@H](NC(=O)OCc1ccccc1)c1ccccc1	101	102	96	98	-2	18	0	97	0.2	10	98
COc1ccc([N+](=O)[O-])cc1NC(=O)CSc1nc(C)cc(C)n1	101	96	97	100	-11	11	7	98	1.7	7	100
Cc1ccc2nc(-c3ccccc3)c(CN3CCN(c4ccccc4F)CC3)n2c1	100	92	105	97	-9	15	1	98	0.8	7	98
CCN(CC(=O)Nc1ccc(OC(F)F)cc1)C1CCCCC1	98	100	98	97	11	15	1	96	0.1	9	99
O=C(NCc1ccc(Cl)cc1)C(=O)NCC1OCCN1C(=O)c1ccc(Cl)cc1 (stereo not given)	102	99	106	96	3	20	7	99	0.4	6	97
CC(=O)c1ccc(OCC(=O)NCc2ccc(F)cc2)cc1	106	105	105	96	-1	17	7	104	0.3	11	104
CCN(CC)c1ncnc2sc(C(=O)N3CCN(c4ccccc4)CC3)c(C)c12	107	103	101	100	-4	13	0	100	0.3	10	100
O=C(NCCC1=CCCCC1)c1ccc(F)c(S(=O)(=O)N2CCOCC2)c1	103	101	100	99	·	12	-4	101	-5.0	9	99
CC(Cc1ccccc1)C(=O)NCCO (stereo not given)	100	100	99	96	-27	17	0	99	0.6	9	97

All compounds of this part, from the start:
SMILES	Rac1 wt modul	Cdc42 wt	Rab7 wt modul	Rac1 mut GTP	Pf gamet viab	GSH fluor	ABCG2 inh	HRas wt GTP bind	ABCB1 block	Avidin bead fluor	Rab2 wt GTP
O=C(Nc1cccnc1)c1cc2cc(Br)ccc2oc1=O	99	96	102	95	10	11	26	97	0.9	8	101
COc1ccc(NC(=O)c2cccc(Cn3cc(Br)cn3)c2)cn1	107	105	103	100	·	32	8	102	2.7	16	102
O=C(Nc1ccon1)c1ccccc1Cl	108	106	100	102	·	13	1	104	0.2	40	102
COC(=O)[C@H]1C[C@@H]1[C@H](NC(=O)OCc1ccccc1)c1ccccc1	101	102	96	98	-2	18	0	97	0.2	10	98
COc1ccc([N+](=O)[O-])cc1NC(=O)CSc1nc(C)cc(C)n1	101	96	97	100	-11	11	7	98	1.7	7	100
Cc1ccc2nc(-c3ccccc3)c(CN3CCN(c4ccccc4F)CC3)n2c1	100	92	105	97	-9	15	1	98	0.8	7	98
CCN(CC(=O)Nc1ccc(OC(F)F)cc1)C1CCCCC1	98	100	98	97	11	15	1	96	0.1	9	99
O=C(NCc1ccc(Cl)cc1)C(=O)NCC1OCCN1C(=O)c1ccc(Cl)cc1 (stereo not given)	102	99	106	96	3	20	7	99	0.4	6	97
CC(=O)c1ccc(OCC(=O)NCc2ccc(F)cc2)cc1	106	105	105	96	-1	17	7	104	0.3	11	104
CCN(CC)c1ncnc2sc(C(=O)N3CCN(c4ccccc4)CC3)c(C)c12	107	103	101	100	-4	13	0	100	0.3	10	100
O=C(NCCC1=CCCCC1)c1ccc(F)c(S(=O)(=O)N2CCOCC2)c1	103	101	100	99	·	12	-4	101	-5.0	9	99
CC(Cc1ccccc1)C(=O)NCCO (stereo not given)	100	100	99	96	-27	17	0	99	0.6	9	97
Cc1ccc(S(=O)(=O)N2CCN(C(=O)C3Cc4ccccc4CN3C(=O)c3ccco3)CC2)cc1 (stereo not given)	99	99	96	99	11	26	0	99	1.1	8	100
CCn1c(SCC(=O)NCC2CCCO2)nnc1-c1ccc(Cl)cc1 (stereo not given)	100	101	97	99	-4	18	3	97	-0.1	9	99
CC(=O)N(C)c1nnc(-c2ccccn2)s1	103	101	102	95	·	14	4	100	0.8	6	98
CCN(CC)c1ccc(/C=N/N2CCN(Cc3ccc(C)cc3C)CC2)c(O)c1	105	98	97	102	10	8	-3	100	0.8	3	99
CC(C)(C)NC(=O)CC(c1ccccc1)c1ccccc1O (stereo not given)	108	109	103	101	25	36	-1	104	-0.1	19	103
O=C(CCCn1c(=S)[nH]c2cc3c(cc2c1=O)OCO3)N1CCN(c2ccc(F)cc2)CC1	97	98	98	97	3	6	10	100	1.7	17	97
CC12CCC(C(=O)N(CC(O)CN3CCCCC3)C1=O)C2(C)C (stereo not given)	98	100	99	97	·	34	-1	99	-0.1	6	99
Cc1cccc(NC(=O)CSc2ccc(-c3ccco3)nn2)c1	104	100	97	100	-7	19	1	99	0.2	14	99
NC(=S)Nc1cccc2[nH]ccc12	94	96	94	96	0	22	6	95	0.6	14	96
O=C1c2ccccc2C(Nc2ccc3c(c2)OCO3)N1Cc1ccc2c(c1)OCO2 (stereo not given)	99	96	95	95	·	18	-2	97	-0.8	4	97
O=C(CC1(O)C(=O)Nc2ccccc21)c1ccc(-n2cnnn2)cc1 (stereo not given)	95	95	101	94	5	8	3	98	0.5	16	96
CCC(C)(C)NC(=O)CN(Cc1ccc2c(c1)OCO2)C(=O)CCC(=O)Nc1ccccn1	?	?	?	?	7	65	4	?	1.1	7	?
CC(=O)c1ccc(N2CCN(C(=O)/C=C/c3ccc4ccccc4n3)CC2)cc1	95	93	103	95	1	15	8	97	2.1	9	98
C/C(=N\NC(=O)CCc1ccc(S(=O)(=O)N2CCOCC2)cc1)c1ccccc1Cl	97	96	95	93	4	26	2	96	0.3	8	94
Cc1ccc(C(=O)N(CN2CCCC2=O)c2ccccc2)cc1	88	92	102	94	-7	11	0	95	-0.1	15	97
Cc1oc(-c2cc(Cl)cc(Cl)c2)cc1C(=O)NCCc1ccccc1	97	95	96	95	5	6	0	97	0.0	2	95
COC(=O)c1[nH]c2ccc(Cl)cc2c1NC(=O)CCN1CCOCC1	101	101	104	100	5	16	·	100	·	6	99
CCOCCCNC(=O)c1ccc2c(c1)N=C(CC)c1cc(Br)ccc1S2	98	95	101	95	-1	20	10	97	2.0	10	98
CCOC(=O)c1c(-c2ccccc2)csc1NC(=O)C1CCCO1 (stereo not given)	103	98	101	97	·	29	34	101	-0.4	11	100
CCOC(=O)c1c(NC(=O)CSc2nnnn2C)sc(CC)c1C	97	100	97	94	·	13	12	99	2.1	26	95
CC(=O)c1c(C)[nH]c(C(=O)OCC(=O)Nc2cccc(S(=O)(=O)N3CCCC3)c2)c1C	101	102	99	98	·	13	0	97	0.2	12	97
COc1ccc(/C=N/NC(=O)C(=O)N2CCCC2)cc1OC	102	101	97	101	·	11	6	99	0.1	9	102
CCNC(=S)N/N=C(\C)c1cccc([N+](=O)[O-])c1	100	101	100	99	·	5	4	100	0.3	3	98
Cc1ccc(OCc2nnc(SCC(=O)CC(=O)Nc3ccccc3)o2)cc1	107	101	96	99	-17	35	-1	101	0.0	10	99
C=CCNC(=S)N1CCN(c2ccc([N+](=O)[O-])cc2)CC1	104	104	100	99	-3	10	55	98	0.6	25	98
Cc1c(/C=N/n2cnnc2)c2ccccc2n1C	105	106	102	100	·	15	1	105	-0.1	37	103
COc1ccc(C(CNC(=O)COc2ccccc2OC)N(C)C)cc1OC (stereo not given)	98	100	93	97	17	10	0	100	0.2	12	94
CN1C(=O)c2cccc(NCCCCCCN3C(=O)c4ccccc4C3=O)c2C1=O	98	99	94	95	-36	10	18	96	1.6	10	95
O=C(O)c1ccc(-c2ccco2)n1Cc1ccccc1	104	101	100	97	·	48	2	102	0.3	7	100
CCN(CC)S(=O)(=O)c1ccc2[nH]c(=O)cc(C(=O)Nc3ccc(C)c(S(=O)(=O)N(CC)CC)c3)c2c1	104	103	100	98	7	24	-14	99	1.9	15	97
Cc1cccc(NC(=O)c2ccccc2OCC(=O)c2ccc(F)cc2)c1	103	100	99	101	9	10	9	101	1.5	14	101
O=C1Nc2cc(Cl)c(Cl)cc2N(O)N1c1ccc(Cl)cc1	100	99	97	96	-2	11	2	99	0.8	9	97
CCOc1ccc(N2C(=O)C3ON(c4ccccc4)C(c4cccs4)C3C2=O)cc1 (stereo not given)	98	95	97	95	13	14	29	98	95*	10	96
COc1ccc(N(CC(=O)Nc2nc3ccc(C)cc3s2)S(=O)(=O)c2c(C)nn(C)c2C)cc1	111	105	103	102	·	14	2	105	0.3	6	105
COc1cccc2c3c(c(=O)[nH]c12)CCC(C)(C)O3	99	102	101	99	·	33	2	102	0.9	8	99
COc1ccc(CCNC(=O)C2=COCCO2)cc1	104	105	101	100	·	30	13	102	0.3	22	103
COc1ccc([N+](=O)[O-])cc1N/C(=N/S(=O)(=O)c1ccccc1)c1ccccc1	97	98	95	97	-4	15	9	96	1.0	9	95
COc1cc(C(=O)O/N=C2\C=CC(=O)C(C)=C2)cc(OC)c1OC	98	101	103	96	1	24	0	100	0.1	10	101
CCC1CCCCN1C(=O)CSc1nc(N)c(NC(=O)c2ccc(OC)c(OC)c2)c(=O)[nH]1 (stereo not given)	104	101	99	98	·	23	1	99	0.6	6	98
CC(=O)c1cccc(NC(=O)c2cc(-n3cnnc3)ccc2Cl)c1	105	106	99	101	10	11	5	104	0.9	9	104

Compound activity: PubChem BioAssay, several laboratories
